PvdQ inh = P. aeruginosa PvdQ acylase inhibitors, primary screen, biochemical, fluorescence, plate reader and imaging, single point; PvdQ acylase [Pseudomonas aeruginosa LESB58]; purified PvdQ acylase; inhibition, % at 10 µM; hit rate 0.063% among 340,000; in the data active means inhibition above about 30%, passing the limit was not always enough;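 further: 0% = vehicle neutral wells and 100% = reference inhibitor wells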
SUMO Mot1 rescue = yeast Mot1-301 growth rescue at high temperature, primary screen, SUMOylation pathway inhibitor project, S. cerevisiae, ATP luminescence, 38.5C. S. cerevisiae Mot1-301 growth rescue; percent above DMSO median, 100 means doubled. AID 2716, 2010. hit rate 1% among 320,000. growth rescue, % at 18.8 µM;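 active means every valid replicate shows activation above 250% relative to neutral control wells; inactive means the rest, any valid replicate at or below 250%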;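 further: OY570 slx delta 5 strain wells were the positive control but not used for scaling; some compounds called inactive have numbers as strong as hits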
CDK5 p35 inh = inhibitors of human CDK5/p35 kinase, primary screen, biochemical, single concentration | AID 488839, 2010 | Cyclin-dependent kinase 5 (Homo sapiens) + Cyclin-dependent kinase 5 activator 1 (Homo … | inhibition, % at 10 µM | hit rate 0.01% among 330,000 | Recombinant CDK5/p35, ADP-Glo luminescence, 60 min;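 active means highest replicate inhibition of at least 50% and at least 75% of replicates reaching 50%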;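 further: plate controls were DMSO neutral control for no effect and GW8510 at 10 µM for full effect; many of its hits are not listed in these tables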
Keap1-Nrf2 PPI = Keap1-Nrf2 protein-protein interaction inhibitors, primary screen, biochemical, fluorescence polarization, single point; AID 504523, 2011; Keap1 Kelch-Nrf2 peptide fluorescence polarization, 1536-well; hit rate 0.15% among 340,000; Kelch-like ECH-associated protein 1 (Homo sapiens), Q14145; inhibition, % at 9.4 µM; in the data active means inhibition above about 12%;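 further: human Keap1 Kelch domain with fluorescein labeled Nrf2 9mer peptide probe; 0% = neutral control wells and 100% = peptide positive control; higher means more block of Keap1 binding to Nrf2 peptide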
Target sequence (Q14145 whole entry, looked up, the tested form may be a part): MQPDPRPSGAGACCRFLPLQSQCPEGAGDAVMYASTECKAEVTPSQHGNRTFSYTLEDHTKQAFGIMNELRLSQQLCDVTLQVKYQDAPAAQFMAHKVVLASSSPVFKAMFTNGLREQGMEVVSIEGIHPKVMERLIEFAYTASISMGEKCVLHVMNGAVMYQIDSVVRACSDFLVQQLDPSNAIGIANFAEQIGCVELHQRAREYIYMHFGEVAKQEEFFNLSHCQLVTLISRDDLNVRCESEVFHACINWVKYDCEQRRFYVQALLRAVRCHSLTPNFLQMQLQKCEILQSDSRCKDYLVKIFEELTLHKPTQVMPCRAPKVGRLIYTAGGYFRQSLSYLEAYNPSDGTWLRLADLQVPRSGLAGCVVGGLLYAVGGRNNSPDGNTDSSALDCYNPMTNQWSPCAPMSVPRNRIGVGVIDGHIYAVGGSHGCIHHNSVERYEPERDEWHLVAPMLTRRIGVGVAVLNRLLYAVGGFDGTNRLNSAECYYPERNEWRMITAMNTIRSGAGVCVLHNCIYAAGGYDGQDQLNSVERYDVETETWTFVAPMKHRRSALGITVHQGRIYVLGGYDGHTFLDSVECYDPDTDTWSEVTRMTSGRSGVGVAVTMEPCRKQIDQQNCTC
C-LANA FP = inhibitors of KSHV C-LANA binding to DNA, primary screen, biochemical, fluorescence polarization, FAM-LBS DNA, MBP-C-LANA, single point; Kaposi's sarcoma herpesvirus LANA C-terminal domain (residues 932-1162) DNA binding; inhibition, % at 9 µM; hit rate 0.078% among 340,000; AID 504423, 2011;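 active means highest replicate inhibition at or above 60% at 9 µM, even if other replicates fall short; inactive means all replicates below 60% inhibition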;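 further: 0% = neutral control wells and 100% = 4 µM acridine orange control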
Rtt109 Vps75 = inhibitors of C. albicans Rtt109/Vps75 HAT, primary screen, biochemical, ThioGlo CoA-SH fluorescence, plate reader | purified Rtt109/Vps75, 4 h | inhibition, % at 34.9 µM | hit rate 0.16% among 330,000 | AID 540336, 2011;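 active means inhibition of at least 50% in every replicate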
RTF Ca sens inh = cardiac RTF calcium sensitivity inhibitors, primary screen, biochemical, IANBD-TnC fluorescence, EC70 calcium; Troponin I, cardiac muscle (Homo sapiens) + Troponin T, cardiac muscle (Homo sapiens) + …; IANBD-labeled cardiac RTF, Ca2+ fluorescence; inhibition, % at 7.15 µM; hit rate 0.12% among 340,000; AID 493244, 2011;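 active means inhibition above the mean inhibition of all tested compounds plus 3 SD, cut at about 17% in these data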;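 further: assay run at fixed EC70 calcium of 1.6 mM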
PfHsp90 set2 = growth inhibition of PfHsp90-expressing yeast, primary screen, antimalarial PfHsp90 inhibitor project, S. cerevisiae, BacTiter-Glo luminescence, single point, set 2 | hit rate 0.32% among 310,000 | inhibition, % at 9.4 µM | BacTiter-Glo ATP, 48 h; yeast lacking PDR1 and PDR3 efflux regulators;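 active means every replicate shows inhibition above about 80%, whatever the replicate mean, limit read from the data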;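 further: 0% = DMSO neutral controls and 100% = 20 µM radicicol positive controls; yeast relying on Plasmodium falciparum Hsp90 in place of its own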
RTF Ca sens act = cardiac RTF calcium sensitivity activators, primary screen, biochemical, IANBD-TnC fluorescence, EC20 calcium; hit rate 0.24% among 340,000; activation, % at 7.2 µM; Troponin I, cardiac muscle (Homo sapiens) + Troponin T, cardiac muscle (Homo sapiens) + …; IANBD-labeled TnC RTF fluorescence at EC20 calcium; 0% EC20 calcium, 100% full calcium;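 active means activation above the mean over all tested compounds plus 3 SD, cut at about 30% in these data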;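 further: rise in fluorescence read as greater calcium sensitivity of cardiac thin filaments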
NSD2 inh = NSD2 histone methyltransferase inhibitors, primary screen, biochemical, AlphaScreen, single concentration, set 2 | Histone-lysine N-methyltransferase NSD2 (Homo sapiens), O96028 | NSD2 peptide methylation, 120 min | inhibition, % at 12.5 µM | hit rate 0.54% among 310,000; in the data active means inhibition above about 50%
dFosB act = activators of delta FosB homodimer, primary screen, biochemical, fluorescence polarization, TAMRA-CDK5 oligo, single point | Protein FosB (Mus musculus), P13346 | hit rate 0.99% among 340,000 | activation, % at 25 µM | purified delta FosB; percent of positive-control signal above neutral wells;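 active means mean activation above about 17%, with every replicate also reaching it, limit read from the data, passing the limit was not always enough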;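 further: fluorescence polarization rise as delta FosB binds a TAMRA Cdk5 AP-1 oligo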
Target sequence (P13346 whole entry, looked up): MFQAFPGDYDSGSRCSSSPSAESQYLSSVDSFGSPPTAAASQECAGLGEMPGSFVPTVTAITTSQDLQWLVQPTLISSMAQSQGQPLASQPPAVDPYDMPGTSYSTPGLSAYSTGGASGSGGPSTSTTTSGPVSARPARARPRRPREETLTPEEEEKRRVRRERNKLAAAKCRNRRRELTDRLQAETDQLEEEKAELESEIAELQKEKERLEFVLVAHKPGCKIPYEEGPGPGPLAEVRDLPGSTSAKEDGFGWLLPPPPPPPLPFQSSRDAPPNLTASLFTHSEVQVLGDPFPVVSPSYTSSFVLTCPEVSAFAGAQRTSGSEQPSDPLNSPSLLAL
Active calls of the source: *; x = no result given.

Structure	PvdQ inh	SUMO Mot1 rescue	CDK5 p35 inh	Keap1-Nrf2 PPI	C-LANA FP	Rtt109 Vps75	RTF Ca sens inh	PfHsp90 set2	RTF Ca sens act	NSD2 inh	dFosB act
CC1(C)CC(=O)C(N=Nc2ccc(C(F)(F)F)cc2[N+](=O)[O-])=C(O)C1	-15	-26	-0.8	0	2.3	-10	x	-9	x	x	-13
CC(Oc1cc2oc(=O)c3c(c2cc1Cl)CCC3)C(=O)NCCCn1ccnc1 (stereo not given)	-13	-10	-10	-2	0.3	-2	-6	-8	3	7	-7
Cc1cnn(-c2nc(-c3cccs3)cc(C(F)(F)F)n2)c1	-11	14	-0.6	-6	0.4	1	-2	x	4	-2	-36
O=C(CCS(=O)(=O)c1ccccc1)Nc1nc(-c2ccc(F)cc2)cs1	13	-6	-0.6	-7	0.3	0	-4	-4	-2	-1	-4
O=C(O)[C@@H]1CC(O)CN1C(=O)CCc1c[nH]c2ccccc12 (stereo not given in full)	-1	9	-0.4	-5	0.6	-1	4	15	-5	-6	-5
CCN1CCN(Cc2ccc(NC(=O)c3cc(NC(=O)c4ccc5n[nH]nc5c4)cc(OC)c3)cc2C(F)(F)F)CC1	-15	172	-0.9	-7	0.0	0	3	-6	5	x	-30
COc1ccc(C2c3[nH]c4ccccc4c3CCN2C(=O)c2ccccc2C(C)=O)c(F)c1 (stereo not given)	-7	-27	-2.5	-6	-1.1	2	3	18	0	1	1
O=C(O)c1cc(-c2ccccc2)n(-c2ccc(F)cc2)n1	-17	5	0.5	-3	1.5	6	-2	-27	1	7	-12
Cc1ccc(O)c(CNc2nc3ccccc3[nH]2)c1	-1	x	-0.4	4	4.4	2	0	-11	2	4	-7
Cc1onc(-c2ccccc2)c1C(=O)NCCN1CCOCC1	-6	x	1.0	4	0.4	-16	8	-12	-2	0	-1
CC(C)c1ccc(S(=O)(=O)Nc2ccc(-n3cnnn3)cc2)cc1	0	x	-2.0	-5	0.5	13	-9	15	2	-2	-8
CCOc1ccccc1CNc1nnnn1C	-12	-1	-2.2	3	-0.3	-20	-6	4	-1	-2	0
O=C(c1ccco1)N1N=C(c2cccs2)CC1c1ccccc1O (stereo not given)	15	50	2.0	-4	1.4	-3	-1	5	0	-1	27*
NS(=O)(=O)c1ccc(CCNC(=O)Nc2ccc(Cl)cc2)cc1	5	3	-0.7	-4	0.3	12	5	-4	4	1	0
CC(=O)Nc1ccc(OC(F)(F)C(F)F)c(NC(C)=O)c1	-4	-6	-0.9	1	0.9	13	9	-11	2	-2	-2
CCOC(=O)c1sc(NC(=O)CCc2ccc(OC)cc2)nc1C	5	59	-0.8	-1	2.0	-3	5	-10	-6	-1	25*
Cc1cnc(C(=O)Nc2nnc(SCc3c(Cl)cccc3Cl)s2)cn1	-18	-9	-2.8	-3	-1.0	2	-39	-54	18	-2	-6
Cc1ccc(S(=O)(=O)N2CCC(C(N)=O)CC2)cc1[N+](=O)[O-]	-16	-13	2.0	-5	-1.5	4	-5	-36	0	-1	4
O=C(COc1ccc(S(=O)(=O)N2CCOCC2)cc1Cl)NCC1CCCO1 (stereo not given)	-9	240	-0.9	-3	-0.4	-11	-7	0	-6	2	-7
CNS(=O)(=O)c1cccc(C(=O)OCC(=O)NCCCc2ccccc2)c1	-3	-10	-0.9	2	0.3	-1	-7	-19	2	0	3
OCCN1CCN(CC(O)COC(c2ccc(F)cc2)c2ccc(F)cc2)CC1 (stereo not given)	-19	18	-0.1	-2	-2.0	-2	-9	5	0	-3	-4
CCOCc1nnc(NC(=O)c2cc(OC)cc(OC)c2)s1	-3	-20	-1.5	0	-0.1	-3	3	9	-7	0	-7
Cn1c(/C=C/c2ccc(Br)cc2)c([N+](=O)[O-])c(=O)n(C)c1=O	-3	50	-0.3	-2	3.7	0	-5	-48	0	23	-13
CC1CCC(NC(=O)CCN2C(=O)C3C4C=CC(C4)C3C2=O)CC1 (stereo not given)	-24	-3	-0.3	-5	-0.6	-15	2	-8	-3	-2	-3
CCOC(=O)C1CCCN(CC(=O)NC2CC2)C1 (stereo not given)	2	2	0.9	-4	-0.5	-7	-3	-10	9	-1	-8
Cc1nc2c(C#N)cnn2c2c1CCN2CC1CCCO1 (stereo not given)	-7	-10	2.7	-6	0.4	0	3	7	5	7	4
O=C(CSc1ncccn1)NCc1cccc(Cl)c1	-12	-14	-0.8	2	0.3	-7	11	-3	-2	-3	-9
COc1cccc(=O)c2c(C)oc(C)c12	8	-1	0.9	1	0.6	4	-7	-23	-8	6	-9
O=C(Oc1c(CN2CCOCC2)cc(Cl)c2cccnc12)c1ccccc1	-7	28	-0.4	3	-0.2	7	-6	6	-2	0	-8
O=C(CP(=O)(c1ccccc1)c1ccccc1)N1CCOCC1	-4	634*	0.1	-2	0.7	0	1	13	-1	-1	0
Cc1cc(C)c2nc(N)sc2c1	-13	-6	1.1	2	0.1	0	-5	15	1	5	-2
NC(=O)c1ccc(=O)n(Cc2ccc(F)c(F)c2)c1	-5	7	1.3	-3	-0.1	-6	-8	-5	12	-1	-5
O=C(COc1ccc(Cl)cc1)NCc1ccncc1	-3	6	-2.0	-3	5.7	19	-2	-3	1	-4	-6
Cc1cc2cc(CCNC(=O)C(=O)c3c[nH]c4ccccc34)c(=O)[nH]c2cc1C	-9	49	0.4	1	2.4	4	-7	11	-1	-1	8
COC(=O)CN(c1ccccc1[N+](=O)[O-])S(=O)(=O)c1ccccc1	-6	0	-8.2	0	-1.4	-4	-2	-3	3	-2	3
Cc1ccc(NC(=O)CN(C)C(=O)COC(=O)CNS(=O)(=O)c2ccc(F)c(F)c2F)cc1	-7	6	0.6	-6	-0.1	0	-10	-32	6	1	-15
Cc1ccc(-n2ncc(C(=O)NC3CC3)c2C2CCN(C(=O)OC(C)(C)C)CC2)c(C)c1	-5	-8	-0.5	-3	-0.8	-17	-7	10	2	-3	-2
CCOc1cccc(C(=O)N(Cc2ccco2)C2CCS(=O)(=O)C2)c1 (stereo not given)	-17	-14	0.8	-2	1.9	1	-12	21	1	-2	-3
Cc1ccc(NC(=O)c2ccc3snnc3c2)cc1C	-16	17	-0.5	2	0.0	-7	-7	13	1	12	5
CNCc1ccccc1Sc1cccc(O)c1	13	-3	0.5	-5	-1.5	-4	0	-84	-4	74*	-3
CCOC(=O)Cc1csc2nc3sc(C)c(C)c3c(=O)n12	-1	2	-1.2	-4	-0.9	-14	2	-108	-8	-1	3
Cc1cc(-c2cc(-c3ccc(Cl)cc3)on2)nc(NC2CCCC2)n1	-2	5	0.6	0	1.5	16	-4	-17	-8	x	1
COc1ccc(OCC(=O)Nc2cc(OC)ccc2N2CCCCC2)cc1	-11	1	-1.4	5	2.1	-10	-4	-3	4	-5	-4
CCOc1ccc(NC(=O)C23CC4CC(C2)CC(c2ccccc2)(C4)C3)cc1	-14	-7	0.5	-2	1.5	0	-19	-7	-3	-3	-4
C=C(C)C1CC=C(C)/C(=N/NC(=O)CNc2ccc(C)cc2C)C1 (stereo not given)	-9	-13	-0.2	1	1.2	9	-20	-3	1	-2	1
CC(=O)Nc1ccc(Nc2nc(C)c([N+](=O)[O-])c(Nc3ccccc3)n2)cc1	-6	62	-2.8	-3	0.0	9	-7	17	0	4	3
COc1ccc(S(=O)(=O)N2CCC[C@H]2C(=O)NC2=NCCS2)cc1	5	x	1.1	0	0.8	9	-3	2	2	0	-4
O=C(Nc1cc(Sc2ccccn2)cc([N+](=O)[O-])c1)c1ccc([N+](=O)[O-])cc1	5	0	-8.5	-4	0.2	2	-9	-4	5	0	-2
CCC(NS(=O)(=O)c1ccc(C)cc1)C(=O)O (stereo not given)	-3	-13	2.5	0	-1.2	6	1	20	5	-2	-4
Cc1cc(C)nc(SCC(=O)c2ccc(C)c(C)c2)n1	-13	13	-4.1	-4	-0.6	-2	-2	-2	10	-9	-5
Cc1sc(N)nc1-c1ccccc1	-8	-22	-0.2	2	1.6	0	-14	4	-2	-1	-2
CC(C)(O)C#Cc1ccc(C(=O)N2CCC(C(N)=O)(N3CCCCC3)CC2)o1	-3	x	-0.3	-1	0.2	-7	-2	10	-2	-1	-6
O=C(COc1cccnc1[N+](=O)[O-])Nc1ccc2c(c1)OCO2	13	-14	0.2	8	-2.2	x	0	6	-5	3	-6
CN(CCNC(=O)c1cn(C)c2ccc(S(=O)(=O)N(C)C)cc2c1=O)CCc1ccccc1	-4	2	0.0	2	-0.3	-6	-7	x	-4	x	-8
COc1cccc(C(=O)Nn2cnnc2)c1	-5	-4	0.6	3	-0.1	-1	2	5	-4	-1	3
CCOc1ccc(OCC(=O)NCCc2nc3ccccc3[nH]2)cc1	7	408	0.7	3	0.0	-7	-6	-15	2	3	-4
CN1CCN(c2ccc(NC(=O)c3cccc(S(=O)(=O)N4CCCC4)c3)cc2)CC1	24	71	2.3	-2	-0.8	3	1	x	-4	3	2
Cc1ccc(-n2[nH]c(C)c(C=Nc3ccc(Br)cn3)c2=O)cc1	-4	-3	-0.5	2	-1.1	8	1	1	-1	6	6
CCC(C)NC(=O)C1CCC(=O)N(c2ccc3c(c2)OCO3)C1c1ccc(OC)cc1 (stereo not given)	-9	-11	-0.8	-6	0.3	-44	-3	-17	-3	x	3
COc1ccccc1OCCNC(=O)c1ccc2c(c1)OCCO2	-16	46	-0.2	-1	-0.9	-2	-20	18	2	0	-1
CC(C)c1ccc(OCC(=O)NNC(=O)c2cnccn2)cc1	2	-38	2.0	1	0.0	6	-4	-1	6	-2	-3
CCCCCCC(=O)Nc1nnc(CC)s1	-14	7	1.9	-3	-1.8	1	-5	-5	-5	-5	-4

Screens from PubChem.
